Assay outcomes deposited in PubChem by several laboratories.
MC4R barr agon = agonists of human melanocortin 4 receptor (MC4R) beta-arrestin. 360,000 compounds, 0.98% hits. AID 540308. U2OS MC4R beta-arrestin complementation, luminescence; percent of melanotan II response, DMSO zero. activation, % at 8.9 µM;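 active means activation above a per-plate cutoff, the mean activation of sample wells on that plate plus 3 SD, cut at about 8% in these data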
Cardio protect = modulators protecting cardiomyocytes from myocardial damage; H9c2 cardiomyocytes, H2O2 injury protection, ATPLite, 2 h; protection from H2O2 cell death, % at 20 µM; 360,000 compounds, 0.63% hits; AID 588492;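 active means compounds giving at least 50% protection of heart cells from peroxide-induced death in the single-dose screen, raw or plate-pattern-corrected value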;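 further: 0% = DMSO wells with peroxide and 100% = DMSO wells without peroxide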
Exocytosis inh = lytic granule exocytosis inhibition; AID 651702; 360,000 compounds, 0.66% hits; TALL-104 LAMP-1 surface exposure, flow cytometry; cells stimulated with thapsigargin and PMA; inhibition, % at 10 µM;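 active means inhibition above about 55%, limit read from the data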
MC4R antag cAMP = blocks human MC4R cAMP signaling; MC4R-expressing cells, MTII-stimulated cAMP, LANCE TR-FRET; P32245; 360,000 compounds, 0.48% hits; inhibition, % at 6.5 µM;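 active means inhibition above its plate's cutoff, the mean of tested wells on that plate plus 3 SD, cut at about 29% in these data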;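 further: 0% = Melanotan II alone and 100% = Melanotan II plus saturating MCL0020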
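Material – human MC4R-expressing U2OS cells · Repeats – no replicates · Detection – TR-FRET with Eu-cAMP and labeled anti-cAMP, 671 nm · Times – compound 30 min, challenge 1 h, detection 1 h · Compound – single nominal compound dose of 6.5 µM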
iPSC survival up = hiPSC single-cell survival enhancement; ATPlite luminescence; 100% = ROCK inhibitor wells, 0% = DMSO; 360,000 compounds, 0.044% hits; AID 602274; survival enhancement, % at 20 µM; in the data active means survival enhancement above about 18%;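 further: cells exposed to compounds for 16 hours before the ATP read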
N-glyco inh = N-linked glycosylation inhibition | reporter increase, % at 12.5 µM | AID 588692 | 360,000 compounds, 0.23% hits | D54 ERlucT glycosylation luciferase reporter, 24 h; percent of 100 nM tunicamycin response;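 active means mean luciferase reporter signal, scaled so untreated is 0 and the glycosylation-blocking control 100, at or above a set limit in every replicate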;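 further: luciferase carries N-glycosylation sites so blocking glycosylation raises the light; 0% = median of neutral control wells and 100% = median of 100 nM tunicamycin wells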
ABHD5 PLIN5 PPI = ABHD5-PLIN5 protein interaction inhibition; 360,000 compounds, 0.78% hits; AID 602281; Split G. princeps luciferase complementation, luminescence, 4 h; Q00G26+Q8WTS1; inhibition, % at 4 µM;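 active means inhibition above the mean inhibition across every tested compound plus 3 SD, cut at about 22% in these data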;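 further: 0% = DMSO only wells and the 100% control is not disclosed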
HTR2A ag = agonists of mouse serotonin 5-HT2A receptor (HTR2A) | P35363 | CHO-K1 mHTR2A beta-arrestin complementation, luminescence; percent of 30 µM serotonin response | activation, % at 7.6 µM | 360,000 compounds, 0.66% hits;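 active means activation above a run cutoff, the mean activation of all tested compounds plus 3 SD, cut at about 14% in these data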;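 further: 0% = plate median of compound wells and 100% = 30 µM serotonin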
ABCB6 inh MLPCN = inhibitors of human ABC transporter ABCB6; Q9NP58; K562-ABCB6 porphyrin accumulation, flow cytometry, 1 h; active compounds read low; fluorescence ratio to DMSO, % at 10 µM; 360,000 compounds, 0.19% hits;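 active means fluorescence ratio to DMSO below 75%, the collection mean minus 3 SD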;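 further: signal is porphyrin accumulated inside mitochondria; 100% equals median channel fluorescence of DMSO control wells; lower ratio means ABCB6 inhibition with less porphyrin fluorescence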
Target sequence (Q9NP58 whole entry, looked up): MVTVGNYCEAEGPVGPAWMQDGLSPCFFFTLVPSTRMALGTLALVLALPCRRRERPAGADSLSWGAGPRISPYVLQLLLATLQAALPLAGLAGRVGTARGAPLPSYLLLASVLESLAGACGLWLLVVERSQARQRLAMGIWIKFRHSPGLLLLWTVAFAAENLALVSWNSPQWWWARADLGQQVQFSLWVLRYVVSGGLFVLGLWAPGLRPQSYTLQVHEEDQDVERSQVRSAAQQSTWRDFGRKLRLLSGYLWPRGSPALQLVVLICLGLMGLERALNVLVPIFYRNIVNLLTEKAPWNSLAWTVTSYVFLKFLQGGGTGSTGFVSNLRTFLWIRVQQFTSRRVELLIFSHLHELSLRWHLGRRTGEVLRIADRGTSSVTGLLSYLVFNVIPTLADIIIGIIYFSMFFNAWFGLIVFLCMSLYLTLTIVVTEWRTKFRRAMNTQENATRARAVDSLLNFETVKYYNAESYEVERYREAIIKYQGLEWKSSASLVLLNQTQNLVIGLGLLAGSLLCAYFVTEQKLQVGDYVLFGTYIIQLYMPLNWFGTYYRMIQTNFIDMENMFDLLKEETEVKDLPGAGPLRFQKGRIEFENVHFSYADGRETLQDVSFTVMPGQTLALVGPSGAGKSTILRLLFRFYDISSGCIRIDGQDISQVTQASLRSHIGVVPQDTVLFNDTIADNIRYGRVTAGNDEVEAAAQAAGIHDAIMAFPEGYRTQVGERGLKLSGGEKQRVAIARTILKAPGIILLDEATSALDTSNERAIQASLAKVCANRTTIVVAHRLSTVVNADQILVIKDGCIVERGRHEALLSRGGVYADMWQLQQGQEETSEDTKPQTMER
aDG glyco act = increases alpha dystroglycan glycosylation; Pro5-aDG cells, alpha-DG glycosylation AlphaScreen (IIH6); 0% Pro5, 100% B10-LARGE cell signal; activation, % at 10 µM; 360,000 compounds, 0.22% hits; AID 624168;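 active means activation of at least 8% versus controls, or a plate z-score of at least 8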;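 further: Pro5 are CHO cells carrying HIG-tagged alpha-DG that lacks glycosylation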
* = called active by the depositor; x = no result given; & = joins results of further samples.

SMILES	MC4R barr agon	Cardio protect	Exocytosis inh	MC4R antag cAMP	iPSC survival up	N-glyco inh	ABHD5 PLIN5 PPI	HTR2A ag	ABCB6 inh MLPCN	aDG glyco act
Cc1ccc(CNC(=O)c2ccc(N(C)C)cc2)cc1	-1.4	4	0	3	2.3	1	3	-12	97	-0.1
Cc1cc2c(cc1C)N[C@]1(C[C@H]3CCCC(=O)N4CC[C@@H](C1)[C@@H]34)C(=NC(C)(C)CC(C)(C)C)N2	4.8	5	5	17	-1.4	-3	-1	-4	101	0.5
CC1(C)CC(N2CCC(=O)N(C3CC(C)(C)NC(C)(C)C3)C2)CC(C)(C)N1	2.0	13	-2	3	4.9	0	-6	4	109	0.0
CN(CC(=O)Nc1ccc(F)cc1)C(=O)CSc1nccn1C	-1.1	1	-2	-6	1.8	2	3	0	105	-0.1
CC(C)NC(=O)c1c(CSc2ccc(Cl)cc2)noc1C(=O)NCc1ccccc1	-1.4	-4	-4	-6	5.8	-3	-1	-3	98	0.2
CCOC(=O)C1=C(C)Nc2ccccc2N=C1NC(=O)Cc1ccc(OC)cc1	-1.9	13	-1	-2	2.5	3	0	1	103	-0.1
CCOC(=O)N1CCN(C(=O)Cc2ccccc2OC)CC1	-1.2	0	2	-3	0.1	-3	-3	6	100	0.1
O=C(Nc1cccnc1)c1ccc2snnc2c1	-0.5	-3	-2	2	0.6	0	-4	2	x	-0.1
C#CCOc1ccc(Cl)cc1/C=C1/C(=O)ON=C1C	1.2	3	28	8	-1.0	3	-4	1	99	0.2
Cc1c(C)n(Cc2ccccc2)c2ncnc(N)c12	-1.1	-8	-2	4	2.4	-5	5	-4	95	0.5
CC(C)(C)SCCNC(=O)CN(c1ccc(F)cc1)S(=O)(=O)c1ccccc1	-0.2	8	12	7	-1.3	-2	-3	-6	97	-0.4
Cc1ccsc1C(=O)N(c1nc2ccccc2s1)c1c(C)cccc1C	-1.3	-6	-2	6	0.5	-7	-1	2	85	0.1
O=C(N/N=C/c1ccco1)c1ccc(N2CCCC2=O)cc1	-0.1	10	-4	1	2.2	0	-2	-1	108	-0.2
CCN(C(=O)CSc1nc2ccccc2c(=O)n1-c1cccc(C)c1)C1CCS(=O)(=O)C1 (stereo unspecified)	-0.4	-4	0	1	1.0	-1	5	-5	99	1.2
CCCCCn1nc(C(=O)OCc2nc(N)nc(Nc3ccccc3)n2)c2ccccc2c1=O	0.3	12	5	5	2.2	-2	8	4	96	-0.1
Cn1cnc(S(=O)(=O)NCc2ccc(Br)cc2)c1	-0.5	0	-9	14	0.0	-2	0	5	101	-0.1
COC(=O)CSc1nc(N)c(C#N)c(-c2ccc(O)cc2)c1C#N	-2.4	-6	1	-33	1.2	2	-2	2	94	-0.1
CCOC(=O)C1CCCN(S(=O)(=O)c2cccs2)C1 (stereo unspecified)	-0.7	-2	-1	0	0.2	-1	8	-5	89	0.0
Cc1ccc(S(=O)(=O)Nc2cccc(C(=O)NCC(C)(C)N3CCOCC3)c2)cc1F	-1.2	0	1	4	1.4	0	9	-4	96	0.1
Cc1ccc(-c2nc(CS(=O)(=O)CC(=O)NCCN3CCCC3)c(C)o2)cc1	-0.8	2	-4	2	-0.6	2	3	-2	97	-0.1
O=C(OCc1ccccc1)N1CCOCCOCCN(C(=O)OCc2ccccc2)CCOCCOCC1	1.5	10	-4	-1	-2.1	-4	11	-2	95	0.3
Cc1ccc2cc(CN(C(=O)c3ccncc3)C(C)C)c(=O)[nH]c2c1	0.0	-4	-4	-2	8.7	-1	-3	-3	103	-0.1
CCc1cc2cc3c(cc2nc1SCC(=O)Nc1c[nH]c(=O)[nH]c1=O)OCO3	-0.9	0	-9	9	-0.2	0	-2	-2	95	0.0
Cc1ccc(C)c(C(=O)COC(=O)c2cccc(N3C(=O)c4c(C)nc5ccccc5c4C3=O)c2)c1	-0.8	-21	-2	0	0.6	-7	-2	-1	90	0.0
Cc1cc(NC(=O)C(C)SCC(=O)OCC(=O)N(C)c2ccccc2)no1 (stereo unspecified)	-1.1	0	-3	9	-0.5	1	-3	6	94	0.2

Already shown: entries from further up.
SMILES	MC4R barr agon	Cardio protect	Exocytosis inh	MC4R antag cAMP	iPSC survival up	N-glyco inh	ABHD5 PLIN5 PPI	HTR2A ag	ABCB6 inh MLPCN	aDG glyco act
Cc1cc2c(cc1C)N[C@]1(C[C@H]3CCCC(=O)N4CC[C@@H](C1)[C@@H]34)C(=NC(C)(C)CC(C)(C)C)N2	4.8	5	5	17	-1.4	-3	-1	-4	101	0.5
CC1(C)CC(N2CCC(=O)N(C3CC(C)(C)NC(C)(C)C3)C2)CC(C)(C)N1	2.0	13	-2	3	4.9	0	-6	4	109	0.0

The main list resumes; the 5 compounds before the break are reprinted first.
SMILES	MC4R barr agon	Cardio protect	Exocytosis inh	MC4R antag cAMP	iPSC survival up	N-glyco inh	ABHD5 PLIN5 PPI	HTR2A ag	ABCB6 inh MLPCN	aDG glyco act
O=C(OCc1ccccc1)N1CCOCCOCCN(C(=O)OCc2ccccc2)CCOCCOCC1	1.5	10	-4	-1	-2.1	-4	11	-2	95	0.3
Cc1ccc2cc(CN(C(=O)c3ccncc3)C(C)C)c(=O)[nH]c2c1	0.0	-4	-4	-2	8.7	-1	-3	-3	103	-0.1
CCc1cc2cc3c(cc2nc1SCC(=O)Nc1c[nH]c(=O)[nH]c1=O)OCO3	-0.9	0	-9	9	-0.2	0	-2	-2	95	0.0
Cc1ccc(C)c(C(=O)COC(=O)c2cccc(N3C(=O)c4c(C)nc5ccccc5c4C3=O)c2)c1	-0.8	-21	-2	0	0.6	-7	-2	-1	90	0.0
Cc1cc(NC(=O)C(C)SCC(=O)OCC(=O)N(C)c2ccccc2)no1 (stereo unspecified)	-1.1	0	-3	9	-0.5	1	-3	6	94	0.2
Cc1cc(C(N)=O)c2ccccc2n1	-0.5	6	-1	-3	-1.4	3	7	1	104	-0.1
CCOc1ccc(N=Cc2ccc3ccccc3c2)cc1	-0.8	0	4	3	0.6	1	-4	4	98	-0.1
O=C(Nc1ccc(F)cc1)NC1CCN(Cc2ccccc2)CC1	-0.9	1	-2	3	0.0	-3	1	-8	97	0.0
O=S(=O)(c1ccccc1)c1ccc(C(F)(F)F)cn1	-0.5	4	3	2	1.6	-1	2	10	96	0.0
CCCNC1=CC(=O)CC(C)(C)C1	-2.2	2	-2	2	-0.9	2	0	3	96	0.1
O=C(CCn1cccc1)NCc1ccc(Cl)cc1	-1.1	0	-2	4	8.3	2	2	0	x	-0.1
CCn1c(SCC(=O)N2CCCC(C)C2)nnc1-c1ccco1 (stereo unspecified)	1.2	2	0	-2	0.6	2	5	1	104	-0.1
Nc1cc(=O)[nH]c(=O)n1CCCc1ccccc1	-0.7	6	-7	6	1.6	2	4	1	101	0.1
Cc1ccc(Cn2ccc(NC(=O)c3cc4nc(-c5ccco5)cc(C(F)(F)F)n4n3)n2)cc1	1.7	9	0	10	-1.4	2	6	0	94	-0.3
O=C(Cc1ccc(S(=O)(=O)N2CCOCC2)s1)N1CCN(S(=O)(=O)c2cccc(Cl)c2)CC1	-0.7	-3	-6	22	0.3	-1	-1	2	94	0.1
O=C(NCc1ccccc1)N(Cc1cc2cc3c(cc2[nH]c1=O)OCCO3)CC1CCCO1 (stereo unspecified)	-3.5	11	0	2	-1.9	10	-12	-6	104	-0.1
CCOc1ccc(/C=C/C(=O)OCC(=O)c2ccccc2OC)cc1OC	13*	-3	-4	-2	0.5	-2	2	-4	97	1.3
O=C(NC1CCCCC1)C1c2ccccc2OCC(=O)N1CCc1c[nH]c2ccccc12 (stereo unspecified)	x	x	-7	x	-1.4	x	-11	3	99	-0.1
COc1ccc(CC2(CO)CCN(Cc3ccc(OC(F)(F)F)cc3)CC2)cc1	5.1	-13	18	5	-0.2	-2	6	-4	94	2.8
O=C(CN1CCOCC1)c1c[nH]c2ccccc12	-1.8	-8	-1	3	-0.2	0	-1	-3	89	-0.2
CCCCC[C@H](C)N1C[C@H](COCc2ccccc2)Oc2cc(N3CC[C@H](O)C3)ccc2S1(=O)=O	x	x	1	x	-0.2	x	-3	-5	94	-0.2
CC(CCc1ccco1)NC(=O)Cn1ncc2c1-c1ccccc1OC2 (stereo unspecified)	-1.4	8	4	-1	0.3	0	10	0	103	-0.2
COc1ccccc1Nc1nc(C)cs1	-0.1&2.2	-1&4	3&2	-1&-5	-2.5&-2.9	2&2	-17&2	-6&3	104&101	-0.2&0.0
COC(=O)CSc1nc(N)nc(C)c1Br	-1.4	2	-2	6	0.1	-1	5	1	91	-0.1
CC(C)OC(=O)c1cc(C(=O)c2cc(Br)ccc2O)coc1=N	1.0	-15	0	9	-0.1	3	-1	3	108	-0.3
COc1ccc(C(C)=O)cc1COC(=O)CNC(=O)c1cc(C)cc(C)c1	-0.5	4	-4	16	-0.2	0	-2	-1	106	0.2
COc1ccccc1OCC(=O)Nc1nnc(C2CCCC2)s1	-2.4	-4	2	12	0.1	4	1	0	99	0.3
CCn1c(SCC(=O)Nc2cc3oc4ccccc4c3cc2OC)nnc1-c1cccs1	1.4	-1	7	28	-1.1	4	3	2	99	0.8
O=C(Nc1cccnc1)C1(c2ccccc2)CCCC1	-1.1	-6	5	0	1.6	0	10	-2	100	0.2
Cc1ccnc(Nc2nc(-c3sc(C)nc3C)cs2)c1	-1.5	-16	11	18	-0.5	6	2	6	93	0.0
Remaining list, next part
SMILES	MC4R barr agon	Cardio protect	Exocytosis inh	MC4R antag cAMP	iPSC survival up	N-glyco inh	ABHD5 PLIN5 PPI	HTR2A ag	ABCB6 inh MLPCN	aDG glyco act
COc1ccc(OCCCC(=O)Nc2cc([N+](=O)[O-])ccc2C)cc1	0.2	6	4	-1	2.1	-2	-1	-1	108	0.4
COc1ccc(C(=O)NCCN2CCOCC2)cc1OC	0.9	-6	-2	3	-0.8	3	-4	-4	107	0.0
CC(=O)NCC(=O)NC1CC(C)(C)Cc2c1cnn2-c1ccccc1 (stereo unspecified)	-0.7	-2	1	12	0.5	1	2	1	103	-0.1
CSCSC1=C(C#N)C(c2ccccc2Cl)C(C(C)=O)=C(C)N1 (stereo unspecified)	1.3	-15	2	2	12	0	2	6	99	0.1
Cc1ccc(SCCNC(=O)C(CO)(CO)CO)cc1	-0.5	3	-1	1	1.9	3	0	5	88	0.0
COc1ccccc1-n1c(=O)c2c3c(sc2n2c(SC(C)C)nnc12)CCC3	-0.9	18	-1	-3	0.2	3	-2	16*	96	-0.2
c1ccc(C[C@H]2CN=C(Nc3ccccc3)N2CCCC2CCCCC2)cc1	0.2	-4	0	5	-3.1	1	11	-4	100	0.3
O=C(OCc1ccccc1)c1cccc(-c2nnn(Cc3ccccc3)n2)c1	1.6	-8	-2	16	0.1	-3	0	-2	90	0.5
